PLCg1 inh – PLC-gamma1 enzyme inhibitors, primary screen, biochemical, fluorescence, purified enzyme; AID 720700, 2013; fluorogenic substrate; inhibition, % at 12.2 µM; hit rate 0.84% among 370,000; in the data active = inhibition above about 9.5%
hcDAF12 agonist – H. contortus DAF-12 nuclear receptor activators, primary screen, cell-based, luminescence, HEK293, lit1-tk-luc reporter. HEK293 hcDAF-12 lit1-tk-luc reporter; 0% DMSO, 100% Δ7-dafachronic acid. activation, % at 6.8 µM. hit rate 1.4% among 370,000. AID 652067, 2013;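 active = activation above the mean of all tested compounds plus 3 SD, cut at about 5.5% in these data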;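 note: 100% = response to 3 µM Δ7-dafachronic acid high control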
DAX1 inh-1 – DAX1 (NR0B1) inhibitors, primary screen, cell-based, HEK293, Gal4-DAX1, luciferase luminescence | Nuclear receptor subfamily 0 group B member 1 (Homo sapiens), P51843 | AID 504766, 2011 | hit rate 0.99% among 340,000 | HEK293 Gal4-DAX1 luciferase reporter | inhibition, % at 6.75 µM;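 active = inhibition above the mean over all tested compounds plus 3 SD, cut at about 4.2% in these data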;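 note: 0% = DAX1-transfected cells with DMSO and 100% = empty-vector control cells with DMSO; inhibition shows as a rise in luminescence from relieved DAX1 repression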
Target sequence (P51843 207-470 limits assumed): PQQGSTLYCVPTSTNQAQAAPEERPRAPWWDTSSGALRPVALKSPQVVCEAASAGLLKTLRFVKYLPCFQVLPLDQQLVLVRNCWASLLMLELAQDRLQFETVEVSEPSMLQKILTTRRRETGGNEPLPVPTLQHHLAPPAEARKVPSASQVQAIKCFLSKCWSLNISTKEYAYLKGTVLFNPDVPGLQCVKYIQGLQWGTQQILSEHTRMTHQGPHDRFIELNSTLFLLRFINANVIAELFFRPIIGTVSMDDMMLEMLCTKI
ADAM17 inh – ADAM17 inhibitors, primary screen, biochemical, QFRET; Disintegrin and metalloproteinase domain-containing protein 17 (Homo sapiens), P78536; recombinant ADAM17, EDANS/DABCYL FRET peptide cleavage; hit rate 0.83% among 370,000; inhibition, % at 6.95 µM;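 active = inhibition above the mean of compounds lying between control limits plus 3 SD, set per campaign, cut at about 8.5% in these data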;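 note: 0% = DMSO-only wells as the low control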
NR1D1 modulator – modulators of Rev-erb alpha DNA binding, primary screen, biochemical, FITC-DNA, fluorescence polarization, uHTS; Rev-erbα–FITC-DNA binding, 90 min; activity, % at 10 µM; Nuclear receptor subfamily 1 group D member 1 (Homo sapiens), P20393; hit rate 0.79% among 370,000;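 active = activity above about 14%, limit read from the data; passing the limit was not always enough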;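 note: 0% = DMSO wells with 35 nM protein and 100% = DMSO wells with 750 nM protein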
Target sequence (P20393 whole entry, looked up): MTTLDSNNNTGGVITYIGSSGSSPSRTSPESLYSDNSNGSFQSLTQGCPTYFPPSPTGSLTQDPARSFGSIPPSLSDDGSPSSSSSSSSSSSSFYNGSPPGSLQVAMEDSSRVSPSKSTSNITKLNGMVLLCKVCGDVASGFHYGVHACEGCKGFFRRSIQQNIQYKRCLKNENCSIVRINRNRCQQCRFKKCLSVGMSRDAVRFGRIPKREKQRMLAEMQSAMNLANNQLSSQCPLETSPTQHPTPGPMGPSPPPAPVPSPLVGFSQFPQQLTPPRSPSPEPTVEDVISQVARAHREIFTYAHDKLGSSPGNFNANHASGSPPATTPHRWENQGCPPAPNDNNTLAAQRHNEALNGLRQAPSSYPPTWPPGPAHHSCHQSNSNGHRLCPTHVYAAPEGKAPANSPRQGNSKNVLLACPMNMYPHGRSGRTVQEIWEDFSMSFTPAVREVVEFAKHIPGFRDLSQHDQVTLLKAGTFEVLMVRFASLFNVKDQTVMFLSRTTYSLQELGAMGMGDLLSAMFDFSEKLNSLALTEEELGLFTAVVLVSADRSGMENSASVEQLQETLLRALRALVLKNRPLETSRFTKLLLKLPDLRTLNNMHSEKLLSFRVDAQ
DAX1 inh-2 – DAX1 (NR0B1) inhibitors on StAR promoter, primary screen, cell-based, luminescence, SF-1 (NR5A1), full-length DAX-1 | HEK293T StAR-luciferase reporter, SF-1/DAX-1 repression relief | inhibition, % at 6.8 µM | hit rate 1.1% among 370,000 | AID 652010, 2013;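 active = inhibition above the mean over all tested compounds plus 3 SD, cut at about 3.6% in these data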;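 note: 0% = DAX-1 cells with DMSO and 100% = cells lacking DAX-1 with DMSO; higher inhibition means more luminescence from relief of DAX-1 repression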
SMARCA2 act – SMARCA2 (BRM) function activators, primary screen, cell-based, luminescence, high throughput. MG213 cells, MMTV-luciferase reporter, dexamethasone, overnight. activation, % at 9.1 µM. hit rate 1% among 370,000. AID 652017, 2013; in the data active = activation above about 7.8%;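 note: 0% = vehicle wells and 100% = reference activator wells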
MBD2 DNA inh – inhibitors of MBD2 binding to methylated DNA, primary screen, biochemical, TR-FRET, DNA-binding domain, human. hit rate 0.31% among 370,000. MBD2 binding to methylated oligonucleotide. Methyl-CpG-binding domain protein 2 (Homo sapiens), Q9UBB5. inhibition, % at 4.4 µM; in the data active = inhibition above about 13%
hgDAF12 agonist – H. glycines DAF-12 receptor agonists, primary screen, cell-based, luminescence, HEK293, GAL4 fusion, UAS-luciferase; Nuclear hormone receptor DAF-12 (Heterodera glycines), GAL4 fusion; hit rate 1.8% among 370,000; activation, % at 6.8 µM; HEK293 GAL4-hgDAF12 UAS-luciferase reporter, agonist luminescence; normalized to butyrate control;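 active = activation above a cutoff set at the mean of all screened compounds plus 3 SD, cut at about 10% in these data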;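 note: 0% = DMSO wells and 100% = sodium butyrate wells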
ssDAF-12 act – S. stercoralis DAF-12 nuclear receptor activators, primary screen, cell-based, luminescence, HEK293, GRIP1 co-expression, lit1-tk-luc; activation, % at 6.8 µM; HEK293 ssDAF-12/GRIP1 lit1-tk-luc reporter; % of 3 µM dafachronic acid response; hit rate 1% among 370,000; Nuclear hormone receptor DAF-12 (Strongyloides stercoralis);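 active = activation above the mean over all tested compounds plus 3 SD, cut at about 0.9% in these data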;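 note: 0% = DMSO-only wells and 100% = 3 µM delta7-dafachronic acid wells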
PLCb3 inh – human PLC-beta3 inhibitors, primary screen, biochemical, fluorescence | 1-phosphatidylinositol 4,5-bisphosphate phosphodiesterase beta-3 (Homo sapiens), Q01970 | Purified PLC-beta3, fluorogenic substrate | inhibition, % at 12.2 µM | hit rate 0.18% among 370,000 | AID 720704, 2013; in the data active = inhibition above about 11%;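 note: 0% = median of compound wells on plate and 100% = full blocker control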
* hit, by the source's call; i = inactive; · = no result given.

cpd	SMILES	hcDAF12 agonist	SMARCA2 act	ADAM17 inh	DAX1 inh-2	DAX1 inh-1	MBD2 DNA inh	NR1D1 modulator	PLCb3 inh	PLCg1 inh	hgDAF12 agonist	ssDAF-12 act
1	CCN1C(=O)[C@H]2[C@H]3CN=C(SCc4ccccc4)N3[C@@](Cc3ccccc3)(C(=O)OC)[C@H]2C1=O	-2.1	-2	-1	-2.4	-1.7	-2	-1	1	3	-2.6	-0.8
2	COc1ccc(C(=O)N/C(=C/c2cccc3ccccc23)C(=O)NCCc2c[nH]c3ccccc23)cc1OC	2.2	-2	8	-0.7	0.7	0	4	-66	-52	-1.1	-0.7
3	CCSc1nc2nc(C)cc(C)n2n1	-0.9	-1	-5	-0.2	1.0	2	-3	-2	1	-0.1	-1.1
4	Cc1cccc(NC(=O)CSCC(=O)NNC(=O)c2ccoc2C)c1	-0.9	-1	-2	-0.6	0.8	3	3	-7	9	0.5	-0.9
5	CNS(=O)(=O)c1cccc(C(=O)OCC(=O)Nc2cc(F)ccc2F)c1	-1.5	-6	1	0.5	1.5	3	-2	-6	-5	-0.9	-1.9
6	CCOC(=O)c1nnc2cc(C)nn2c1C	0.5	-4	-2	-0.6	·	-3	-2	-4	-2	-1.8	-1.7
7	O=C1NC2=C(C(=O)CCC2)C(c2ccc(OC(F)F)cc2)N1 (stereo not given)	2.6	-2	-5	0.1	0.2	0	-2	-5	0	0.3	-0.7
8	C/C(CC(=O)Nc1ccc(Cl)cc1Cl)=N\NC(=O)C(=O)NCCO	-1.2	-2	-2	-0.3	-0.7	3	-1	-2	-1	0.8	-0.5
9	O=C(Cn1nnc(-c2cccc(C(F)(F)F)c2)n1)NC1CCCC1	-0.7	1	0	-0.3	0.2	-8	0	3	2	-1.9	-0.7
10	NC(=O)c1ccsc1NC(=O)c1ccc(S(=O)(=O)N2CCCCC2)cc1	-0.5	-1	3	-0.6	0.0	4	-4	-66	-46	-0.8	-0.9
11	CC1=C(C(=O)N(C)C)CC(CC(=O)NC2CCCC2)C(=O)N1Cc1ccc(F)cc1 (stereo not given)	0.8	-2	-2	0.8	3.7	-1	-5	1	1	-0.9	-1.0
12	O=C(CC(SCCO)c1ccc(F)cc1)c1ccco1 (stereo not given)	0.0	1	0	-0.2	-0.3	-2	-4	-1	0	2.7	-1.2
13	CCC1=C(OC(=O)N(CC)CC)N2C(=O)OC(=NCC(=O)OC)[C@]2(Cc2ccccc2)[C@H]2C1=CC[C@H]1C(=O)NC(=O)[C@H]12	-1.8	2	1	0.5	0.3	4	-3	-3	-2	-0.3	-1.2
14	CC(C)Oc1ccc(C(=O)Nc2cc(S(=O)(=O)N3CCOCC3)ccc2N2CCOCC2)cc1	-1.0	1	-3	1.4	-0.3	-1	2	-4	3	-0.6	-1.2
15	COc1cccc(CN2CCc3ccc(NC(=O)CCc4ccc(C)cc4)cc3C2)c1O	-2.4	-4	0	-0.8	-0.8	-7	-6	-6	1	2.2	-1.3
16	Cc1cc(CNC(=O)COc2cc(F)ccc2[N+](=O)[O-])c2ccccc2n1	-2.1	-4	4	-1.1	1.2	-1	-4	-3	4	-4.8	-1.5
17	CC(C)(C)c1csc(NC(=O)Nc2ccccc2)n1	2.6	1	3	2.4	1.3	3	-1	4	4	12*	-0.8
18	CCn1c(C)nc2cc(C(=O)NNC(=O)Nc3ccc(Cl)c(Cl)c3)ccc21	1.1	-3	-3	0.5	·	-1	-9	-3	-1	-0.4	-1.1
19	CCC(C(N)=NCCc1ccc(OC)c(OC)c1)c1ccccc1 (stereo not given)	4.3	-1	-3	0.1	-0.1	1	3	-3	0	-1.0	-1.1
20	COc1ccc(CCNC(=S)NCCc2c[nH]c3ccccc23)cc1	-0.9	0	4	-1.1	-0.6	-3	·	-5	2	0.5	-1.3
21	Cc1ccc(N(C(=O)Cn2nnc(-c3ccc(F)cc3)n2)C(CC(C)C)C(=O)NCC2CCCO2)cc1 (stereo not given)	-0.9	0	3	-0.3	-1.1	-4	2	1	3	-3.0	-1.5
22	C=CCOc1ccc(CN(C)C(=O)CN2C(=O)c3ccccc3C2=O)cc1	-2.4	-2	-1	-0.3	1.3	3	-2	-4	0	4.9	-1.4
23	Cc1cccc(N=C(N2CCOCC2)P(=O)(N2CCOCC2)N2CCOCC2)c1	-0.8	-4	1	0.3	0.9	0	-5	5	4	-0.7	-1.5
24	O=C(COC(=O)c1n[nH]c(=O)c2ccccc12)NC1CCCCC1	0.0	-3	4	2.4	1.4	-1	3	6	6	-4.6	-1.0
25	COc1cc(-c2nnc(-c3ccc(S(=O)(=O)c4ccccc4)cc3)o2)cc(OC)c1OC	-1.1	1	-2	-0.7	-0.8	-5	19	-35	-30	-3.0	-1.0
26	CCN1CCN(S(=O)(=O)c2ccc(OC)c3ccccc23)CC1	-3.6	-3	-1	0.1	0.8	4	-4	-7	-2	-0.5	-1.1
27	Cc1nnc(-c2ccccc2)c[n+]1[O-]	-0.5	-1	0	-0.3	1.0	-4	8	1	2	0.2	-1.5
28	Cc1cccc(NC(=O)CNc2cc(C)ccc2C)c1	0.6	1	1	0.2	1.8	-2	1	0	0	2.9	-0.6
29	Cc1ccc(CS(=O)(=O)c2ccccc2-c2nnc(-c3ccc(Cl)cc3)o2)cc1	-1.4	1	-6	0.0	-1.1	4	7	0	1	0.9	-0.8
30	Cc1cc(C)n2nc(C(=O)Nc3ccc(S(=O)(=O)N4CCCCC4)cc3)nc2n1	-0.4	2	3	0.5	0.1	-4	1	3	0	1.4	-1.4
31	O=C(c1ccc(S(=O)(=O)Nc2ccccc2Cl)cc1)N1CCOCC1	-0.2	-3	-7	0.3	-0.5	-7	0	-6	0	-0.8	-0.7
32	C[C@H]1CCCCO[C@@H](CN(C)S(=O)(=O)c2ccc(Cl)cc2)[C@@H](C)CN([C@@H](C)CO)C(=O)c2cc(NS(=O)(=O)c3ccccc3)ccc2O1	-1.0	-6	-2	-0.6	2.0	-5	1	1	2	-1.8	-0.6
33	O=C(Nc1c(Cl)cccc1Cl)C1CCC1	-2.0	0	-2	0.1	0.9	10	-4	-19	-1	-0.1	-1.7
34	Cc1nc(NC(=O)CC(C)C)sc1-c1csc(Nc2ccc(Cl)cc2)n1	1.7	0	-1	-0.8	1.2	-5	9	-28	-24	2.1	0.7
35	CC(C)(C)NS(=O)(=O)c1ccc2nc(NC(=O)Cc3cccs3)sc2c1	-1.5	-1	-2	-1.1	0.0	5	2	-1	-2	-1.7	-1.1
36	Cc1cccc(C)c1NC(=O)C(CCc1ccccc1)N1CCN(CCN(C)C)CC1 (stereo not given)	-0.8	0	-4	1.0	·	1	-1	3	-1	0.8	-1.0
37	COc1cccc(-c2nn(-c3ccc(C)cc3)cc2C(=O)N2CCc3cc(OC)c(OC)cc3C2)c1	-1.1	4	-6	-2.2	-0.5	-1	-1	-30	-15	-2.2	-1.2
38	COc1cc2c(cc1OC)C(C)=NC1(CCCCC1)C2	-1.8	-1	i	0.2	4.6*	-1	-1	i	i	-0.5	-1.9
39	Cn1ccnc1C1CCCCN1Cc1nc(-c2ccc3c(c2)OCO3)no1 (stereo not given)	-1.2	-4	1	-1.6	0.4	5	-5	3	1	0.1	-1.0
40	CN(CC(=O)Nc1ccc(F)cc1)C(=O)COc1ccc([N+](=O)[O-])cc1Cl	-0.5	-3	0	0.0	1.4	-1	-2	3	4	1.1	-1.0
41	CC(C)[C@@H](NC(=O)OC(C)(C)C)c1cc(C(=O)c2c(-c3ccccc3)[nH]c3ccccc23)c(N)s1	0.6	-9	0	0.5	·	7	4	-107	-78	1.3	-0.1
42	CCn1c2ccccc2c2cc(NC(=O)N3CCCCC3)ccc21	2.5	5	-43	4.7*	3.2	-2	3	-35	-23	8.6	-0.3
43	O=[N+]([O-])c1ccc(C=CC=Cc2ccccc2)cc1	0.9	2	-3	0.6	4.2	0	-3	-38	-26	5.7	-0.7
44	Cc1ccc(Nc2nc(C)nc3c2oc2ccccc23)cc1	0.1	-2	-11	-0.7	-1.7	-1	-7	-130	-93	2.0	-1.6
45	O=C(Nc1nccs1)C1CCN(S(=O)(=O)c2ccc(F)cc2)CC1	-1.3	-1	-3	-0.9	0.9	3	-2	0	-2	1.0	-1.2
46	Cn1nc(NC(=O)C(F)(F)F)c2ncc(-c3ccccc3)nc21	1.4	1	4	3.4	1.5	-11	3	-2	2	1.2	-1.5
47	COc1ccc(/C=C/C(=O)c2ccc([N+](=O)[O-])o2)cc1	0.0	0	-4	-0.8	-1.8	-5	1	2	1	-1.3	-1.5

Assay outcomes as filed in PubChem.

Not a hit list. Share with any hit: about 7.4%.
